# TAAR1 antagonist = antagonists of human TAAR1; Q96RJ0; CHO RD-HGA16 TAAR1, Fluo-8 calcium fluorescence, antagonist; inhibition, % at 3 µM; 360,000 tested, 1.5% active; AID 624466;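 active = inhibition above a per-plate cutoff, the mean inhibition of test compounds on that plate plus 3 SD, cut at about 49% in these data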;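 note: 0% = DMSO plus EC80 beta-PEA response and 100% = DMSO alone without agonist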
# Target sequence (Q96RJ0 whole entry, looked up): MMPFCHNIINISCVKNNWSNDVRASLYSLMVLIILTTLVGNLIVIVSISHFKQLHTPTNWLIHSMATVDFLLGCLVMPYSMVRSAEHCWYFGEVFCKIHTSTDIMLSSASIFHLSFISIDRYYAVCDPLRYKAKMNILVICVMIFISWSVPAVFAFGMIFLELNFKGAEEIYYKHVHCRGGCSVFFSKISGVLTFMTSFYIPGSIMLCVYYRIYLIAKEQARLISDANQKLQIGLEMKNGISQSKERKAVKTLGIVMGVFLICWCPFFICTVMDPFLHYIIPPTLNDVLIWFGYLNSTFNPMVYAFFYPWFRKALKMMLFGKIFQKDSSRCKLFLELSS
#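 Test system: hTAAR1-expressing CHO RD-HGA16 cells, Gα16-coupled; Probe or stimulus: EC80 β-phenethylamine stimulus; Compound dosing: single nominal final test compound concentration of 3 µM; Timing: 140 s kinetic read after compound, 140 s after agonist; Signal: Fluo-8 calcium-sensitive fluorescence; Measure: % inhibition of agonist calcium response; Controls: DMSO and EC80 PEA controls.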
# CHO parental Ca = signal in parental CHO cells, OX1R antagonist counter-screen; inhibition, % at 5.6 µM; AID 463079; parental CHO-K1, ATP-induced calcium, Fluo-8 fluorescence; 330,000 tested, 0.63% active;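 active = inhibition above that plate's mean sample inhibition plus 3 SD, cut at about 26% in these data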;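 note: 0% = ATP-challenged DMSO wells and 100% = DMSO wells without ATP; some compounds past the cut are filed as inactive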
#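 test system = CHO parental line | reagent = ATP stimulus | measured by = intracellular calcium via Fluo-8 no-wash fluorescent dye | control set = ATP and no-ATP DMSO wells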
# CHO-K1 Ca antag = counter-screen for M1 antagonists: effect in parental CHO-K1 cells. ATP-induced calcium, Fluo-8 fluorescence. inhibition, % at 3 µM. 360,000 tested, 0.6% active;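 active = inhibition above a per-plate cutoff, the plate's mean sample inhibition plus 3 SD, cut at about 24% in these data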;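 note: 0% = DMSO plus EC80 ATP and 100% = DMSO alone without ATP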
# CHO-K1 Ca ag = counter-screen for M1 agonists: effect in parental CHO-K1 cells; Fluo-8 calcium fluorescence; scaled to maximal ATP response, vehicle zero; activation, % at 3 µM; 360,000 tested, 0.48% active; in the data active = activation above about 15%;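 note: untransfected CHO-K1 host cells lacking M1 receptor as counterscreen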
# M1 PAM parental = M1 PAM counterscreen hit in parental CHO-K1 cells; ATP EC20, Fluo-8 calcium fluorescence; 0% at ATP EC20, 100% at ATP max; 360,000 tested, 0.02% active; activation, % at 3 µM;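 active = activation above the run cutoff, the mean activation of all test compounds plus 3 SD, cut at about 40% in these data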;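 note: peak over basal fluorescence ratio in a 140 s read after ATP addition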
# CHRM1 antagonist = blocks human M1 muscarinic receptor | P11229 | CHO-K1 hM1, Fluo-8 calcium fluorescence, ACh EC80 antagonist | inhibition, % at 3 µM | 360,000 tested, 1.3% active | AID 588852;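 active = percent inhibition above its own plate's cutoff, namely the mean of that plate's compound wells plus 3 SD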;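 note: peak over basal fluorescence ratio during 140 s after agonist addition; 0% = ACh EC80 plus DMSO and 100% = DMSO alone without agonist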
# Target sequence (P11229 whole entry, looked up): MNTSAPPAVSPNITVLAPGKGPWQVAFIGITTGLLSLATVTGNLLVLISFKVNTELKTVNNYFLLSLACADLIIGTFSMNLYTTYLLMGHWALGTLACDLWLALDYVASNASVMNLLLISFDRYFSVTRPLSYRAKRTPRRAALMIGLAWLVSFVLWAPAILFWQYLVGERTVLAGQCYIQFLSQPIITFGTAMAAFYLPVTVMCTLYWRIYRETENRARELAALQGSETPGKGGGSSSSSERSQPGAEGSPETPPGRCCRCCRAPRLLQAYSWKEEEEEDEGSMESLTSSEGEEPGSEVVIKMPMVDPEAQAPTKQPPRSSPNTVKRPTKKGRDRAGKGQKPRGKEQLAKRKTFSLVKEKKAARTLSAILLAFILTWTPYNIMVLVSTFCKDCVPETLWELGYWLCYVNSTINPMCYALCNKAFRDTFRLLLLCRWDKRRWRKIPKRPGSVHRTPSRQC
# M1 PAM = potentiates human M1 receptor response to acetylcholine; P11229; CHO-K1 hM1, Fluo-8 calcium fluorescence, ACh EC20; 0% = ACh EC20, 100% = maximal ACh; activation, % at 3 µM; 360,000 tested, 0.088% active; in the data active = activation above about 19%, passing the limit was not always enough
# TAAR1 agonist = human TAAR1 agonism; Q96RJ0; CHO RD-HGA16 TAAR1, Fluo-8 calcium fluorescence; vehicle wells 0%, saturating PEA agonist 100%; activation, % at 3 µM; 360,000 tested, 0.99% active; AID 624467;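 active = activation above the mean activation of all test compounds in the run plus 3 SD, cut at about 38% in these data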
#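 Repeats: no replicates (n 1) | Material: CHO-derived RD-HGA16 cells with stable Gα16 and human TAAR1 | Technique: Kinetic Fluo-8 calcium fluorescence | Schedule: 17-24 h seeding, 75 min 37 °C dye, 30 min RT | Evaluation: % activation from peak over basal fluorescence ratio, DMSO-to-PEA scaled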
# M1 ag = agonists of human M1 muscarinic receptor | CHO-K1 hM1, Fluo-8 calcium fluorescence, agonist mode; 0% DMSO, 100% acetylcholine EC100 | P11229 | activation, % at 3 µM | 360,000 tested, 0.33% active;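 active = activation above the run's mean compound activation plus 3 SD, cut at about 16% in these data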;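 note: peak over basal fluorescence ratio within a 140 s kinetic read after compound addition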
# Active calls of the source: *; / = no result given. Rows are unselected. About 4.4% of those tested had a hit in this group.
SMILES,TAAR1 antagonist,CHO parental Ca,CHO-K1 Ca antag,CHO-K1 Ca ag,M1 PAM parental,CHRM1 antagonist,M1 PAM,TAAR1 agonist,M1 ag
CCc1sc(C(=O)N(CCCOC)c2c(N)n(CC(C)C)c(=O)[nH]c2=O)cc1C,-3,/,0,1.6,13,-4,6,0,-3
NC1=NC(=O)/C(=C\c2ccsc2)S1,-7,-11,-6,0.0,14,0,5,1,-3
COc1ccc(CCNc2cc(C)nc3c(-c4ccc(Cl)cc4)cnn23)cc1OC,-21,-28,-9,0.3,24,4,0,-1,-4
CN(C)S(=O)(=O)c1ccc(C(=O)OCCCN=C2NS(=O)(=O)c3ccccc32)cc1,14,-2,1,0.1,4,-2,4,2,-3
CCc1c(C)sc(NC(=O)C2CC2)c1C(=O)OC(C)C,-19,-25,3,0.1,5,-10,8,12,-3
COc1cc(CNCc2ccccc2)ccc1OCC(O)c1ccccc1 (stereo not given),-6,-11,-10,3.4,9,2,0,4,-7
CC(=O)Nc1cccc(-c2cnc(N)c(C(=O)c3cccnc3)n2)c1,/,4,-6,0.8,6,-8,8,/,-4
COc1ccc(CCNc2nnc(C)c(=O)[nH]2)cc1OC,-39,-2,-20,1.0,12,-7,6,9,-2
O=C(O)CCCCCn1c(O)c(C=C2N=c3ccccc3=N2)sc1=S,-9,0,-5,1.2,8,1,2,6,0
COc1cccc(/C=N/n2c(C)nc3ccccc32)c1OC,6,-20,-5,2.0,13,-4,1,12,-4
O=C(CSc1ncccc1C(=O)O)NCc1ccc(F)cc1,-15,7,-7,0.1,8,-7,1,10,-2
Cc1ccc2nc(-c3ccc(NS(=O)(=O)c4ccccc4)cc3)sc2c1,6,2,-14,1.6,29,-8,6,0,-1
O=C(CCCOc1ccccc1)N1CCN(c2ccccn2)CC1,12,-4,3,1.4,-2,7,-1,16,-4
O=[N+]([O-])/C=C/c1cc2ccccc2[nH]1,0,-4,-19,1.0,-2,5,2,-1,-4
CCC[C@H]1CN(c2ccccc2)C(=O)[C@@H]1CC(=O)NC,-15,/,-5,0.6,8,-18,7,2,-2
CC(=O)N(c1ccccc1)c1ccc([N+](=O)[O-])cc1[N+](=O)[O-],-4,-10,0,0.4,16,-10,6,1,-12
CCN(CC(=O)Nc1c(F)cccc1F)C(=O)CCCSc1nc2ccccc2[nH]1,-10,/,-14,1.6,-3,0,-3,4,-3
O=S(=O)(Cc1ccccc1Cl)NCCc1ccccc1,3,-11,-10,2.3,26,-4,-1,6,-5
COC(=O)c1cc(C(=O)OC)cc(S(=O)(=O)Nc2ccc(Cl)c(N)c2)c1,9,-8,3,6.2,20,-13,10,-3,-2
CC(=O)Nc1ccc(C(=O)OCC(=O)N(c2ccccc2)C2CCS(=O)(=O)C2)cc1 (stereo not given),6,-3,2,0.4,6,26,-8,6,0
CC(=O)Oc1ccc(-c2nc3cc(Cl)ccc3c(=O)o2)cc1,8,-8,-5,-0.2,8,-9,7,-1,0
O=C(NCCCN1CCOCC1)c1cc(-c2ccc(F)cc2)nc2ccccc12,5,-22,-7,2.3,10,0,-2,6,-2
Cc1ccc(N=Nc2c(N)n[nH]c2N)cc1,6,-4,-15,-0.4,9,4,0,-1,-5
COC(=O)[C@H](Cc1ccccc1)NC(=O)[C@@H](N)CC(=O)OCc1ccccc1,13,-8,-2,0.1,-9,-7,6,3,-1
Cc1ccc(N(CC(O)CN(C)C)S(=O)(=O)c2ccccc2)cc1 (stereo not given),-2,-7,-14,0.4,12,-12,5,7,-5
O=C(COC(=O)c1ccccc1O)NC12CC3CC(CC(C3)C1)C2,21,-10,0,-0.3,-12,4,-3,4,-5
CCOC(=O)CCCN(c1[nH]c(C)c(C)c1C#N)S(=O)(=O)c1ccc(C)cc1,-19,/,-7,0.5,12,-17,3,-1,-5
Cc1ccc(C(=O)NCCN2CCOCC2)cc1Cl,-3,-13,-11,3.1,12,-5,-1,9,-5
CC(=O)c1cccc(S(=O)(=O)NC(C)C2CC3CCC2C3)c1 (stereo not given),-14,-6,-16,0.9,7,-9,7,-3,-4
CC(=O)Nc1nnc(CSCc2ccccc2F)s1,-13,-9,-1,1.8,-2,2,1,5,0
CCCN(CCC)Cc1c(C(=O)N/N=C/c2ccncc2)nnn1-c1nonc1N,-1,-12,-11,4.6,14,-13,7,1,-8
Cc1cc(C)c(S(=O)(=O)N2CCN(C(=O)C(C)Cn3nc(C)nc3C)CC2)c(C)c1 (stereo not given),-3,-14,-10,2.3,17,-23,16,1,-3
COc1cc(/C(C)=N/NC(=O)CSc2nc3ccccc3[nH]2)ccc1O,-1,-25,6,0.5,-18,-32,2,1,-2
O=C(NC1CC1)c1ccc(F)cc1Cl,8,-5,-1,0.2,19,-28,9,3,-2
CCCN(CC(=O)Nc1ccccc1C)C(=O)C1CCN(c2ncnc3sc(C)c(C)c23)CC1,60*,-30,3,6.0,11,21,-12,10,-4
C(=C\c1ccccn1)/c1ccncc1,2,-6,11,1.5,-11,9,-1,3,-5
O=C(CC1NCCNC1=O)Nc1ccc2c(c1)OCO2 (stereo not given),8,-4,15,-0.2,-2,2,-3,9,-3
CCC1Oc2ccc(C)cc2N(CC(=O)NCCN2CCOCC2)C1=O (stereo not given),-9,-7,-5,1.1,4,-8,5,2,-1
CC(C)[C@H](NS(=O)(=O)c1ccccc1)C(=O)OCC(=O)Nc1ccccc1Sc1ccccc1,30,-30,7,-0.2,-6,5,-3,2,-9
CC(C)(C)n1nnnc1C(c1ccc(C#N)cc1)N1CCCC2(CCCCC2)C1 (stereo not given),-11,-11,-7,1.7,5,-8,2,1,-3
C[C@H](CO)N1C[C@H](C)[C@@H](CN(C)S(=O)(=O)c2ccc(F)cc2)Oc2ccc(NS(=O)(=O)c3cccs3)cc2C1=O,-27,-11,-1,-0.3,-7,0,7,8,-7
O=C(COC(=O)CCc1nc2ccccc2c(=O)[nH]1)Nc1ccccc1Cl,-32,-13,-8,2.1,17,-8,4,1,-4
Cc1ccc(CNC(=O)C2CCCN2C(=O)Nc2cccc(Cl)c2)cc1 (stereo not given),-10,-18,3,-0.2,8,-17,7,-1,-1
CSCCC(NS(=O)(=O)c1ccc2c(c1)oc(=O)n2C)C(=O)NCc1ccccc1 (stereo not given),-11,-1,-6,-0.4,14,-29,18,-1,0
CCOc1ccc(C(=O)CSCCC(=O)O)cc1,-10,-9,-6,0.2,10,-11,7,-1,-7

# Entries above that contain a cyano group (2):
SMILES,TAAR1 antagonist,CHO parental Ca,CHO-K1 Ca antag,CHO-K1 Ca ag,M1 PAM parental,CHRM1 antagonist,M1 PAM,TAAR1 agonist,M1 ag
CCOC(=O)CCCN(c1[nH]c(C)c(C)c1C#N)S(=O)(=O)c1ccc(C)cc1,-19,/,-7,0.5,12,-17,3,-1,-5
CC(C)(C)n1nnnc1C(c1ccc(C#N)cc1)N1CCCC2(CCCCC2)C1 (stereo not given),-11,-11,-7,1.7,5,-8,2,1,-3

# Further entries:
SMILES,TAAR1 antagonist,CHO parental Ca,CHO-K1 Ca antag,CHO-K1 Ca ag,M1 PAM parental,CHRM1 antagonist,M1 PAM,TAAR1 agonist,M1 ag
CC(=O)OCCNc1nc(-c2ccccc2)nc2ccccc12,19,-8,-4,1.3,12,0,6,8,-9
O=C(O)[C@H]1CCCC[C@H]1C(=O)Nc1ccc(S(=O)(=O)N2CCCCC2)cc1,-3,8,10,-0.1,-1,0,0,0,-6
CCn1nc(C(=O)OCC(=O)c2ccc(F)cc2)c2ccccc2c1=O,13,-18,-7,0.6,6,0,9,1,-7
COc1cc(NC(=O)CSc2nnnn2Cc2ccccc2)cc(OC)c1,3,-12,-3,0.8,-12,0,4,2,-5
N#Cc1nc(COc2ccc(Cl)cc2Cl)oc1N1CCN(c2ccccc2)CC1,18,-10,-45,0.4,12,-1,3,6,-2
O=C(Nc1ccccc1)Nc1cccc2ccccc12,-7,-6,-17,7.5,19,-14,-1,3,1
CC(=O)Nc1ccc(S(=O)(=O)Nc2cccc(C(=O)Nc3ccccc3C(=O)O)c2)cc1,-26,-4,-9,-0.2,27,-9,7,-3,-2
CC(C)(C)OC(=O)NCC(=O)NCC(=O)OCc1ccccc1,-8,0,-9,0.2,10,-11,5,6,-1
O=c1cc(-c2ccc(O)cc2)oc2ccc(O)cc12,-27,4,-12,0.8,20,-12,13,0,-2
COc1ccc(C(=O)NCc2ccccc2)cc1Br,10,-14,6,0.7,-6,1,3,0,-5
O=C(/C=C/c1ccccc1)NC(=S)Nc1ncccn1,-2,-11,-9,1.1,-5,-10,16,1,-2
COc1ccc(Cl)cc1NC(=O)c1cc(-c2cc(C)ccc2O)n[nH]1,10,-3,0,1.2,5,-2,2,0,-2
CN1C(=O)CSC1=NC12CC3CC(CC(C3)C1)C2,-33,-10,-6,1.0,16,-12,7,7,-6
O=C1NC(=S)S/C1=C/c1ccc(N2CCOCC2)o1,/,-3,4,-0.2,-6,12,-2,/,-3
COc1ccc(C(=O)Nc2ccccc2C(=O)NC(Cc2ccc(O)cc2)C(=O)NNC(=O)c2ccccc2)cc1 (stereo not given),3,-24,-8,0.2,22,-5,3,1,-6
COCCNC(=O)/C(C#N)=C/c1ccc(-c2ccc(OC)cc2[N+](=O)[O-])o1,19,2,-2,0.4,12,-21,14,3,-2
COc1ccc(NC(=O)NCc2ccccn2)cc1,5,0,-10,0.2,20,1,1,4,-5
CCOC(=O)c1sc2ncnc(OC)c2c1C,1,-10,-5,0.1,4,-4,5,11,-3
CCOC(=O)C1CCCN(C(=O)c2ccc(C)c([N+](=O)[O-])c2)C1 (stereo not given),-9,-12,-4,1.1,21,22,-22,1,-13
CCOc1ccccc1C(=O)N(C)CC(=O)Nc1ccc(OC)cc1,6,/,-13,-0.1,23,-13,13,0,-5
Cc1nn2c(N)c(C#N)cnc2c1-c1ccc(Cl)cc1,-1,-10,0,0.3,15,-9,10,4,0
COc1cc(/C=C(\C#N)C(=O)Nc2ccc3ccccc3c2)c([N+](=O)[O-])cc1OC,-4,-17,0,6.8,15,8,-4,-1,-3
Nc1nonc1C(=O)NCCc1ccccc1,-19,-4,-8,-0.5,17,-7,6,10,-5
O=[N+]([O-])c1cccc(/C=N/n2cnnc2)c1,-17,0,-16,1.5,27,-18,12,0,-5
O=C1CC(=O)Nc2cc(S(=O)(=O)N3CCN(c4cccc(C(F)(F)F)c4)CC3)ccc2N1,-4,-16,-18,3.0,18,-9,9,0,2
CCOc1ccc(/C=C/c2nc(C#N)c(NCCCN(C)C)o2)cc1,-3,5,-10,0.7,11,-9,5,0,-10
Fc1cccc(Cl)c1CSc1nnnn1-c1ccc2c(c1)OCO2,38,-14,-11,2.3,16,-6,-5,-2,-10

# Rewritten as tab-separated lines: 2 of the compounds above
Molecule	TAAR1 antagonist	CHO parental Ca	CHO-K1 Ca antag	CHO-K1 Ca ag	M1 PAM parental	CHRM1 antagonist	M1 PAM	TAAR1 agonist	M1 ag
CCOc1ccccc1C(=O)N(C)CC(=O)Nc1ccc(OC)cc1	6	/	-13	-0.1	23	-13	13	0	-5
Cc1nn2c(N)c(C#N)cnc2c1-c1ccc(Cl)cc1	-1	-10	0	0.3	15	-9	10	4	0
